# OX1R antag-1: antagonists of human orexin 1 receptor; O43613; hit rate 0.43% among 330,000; CHO/OX1R cells, Fluo-8 calcium fluorescence, orexin A; AID 434989; inhibition, % at 5 µM;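 active = inhibition above its plate's threshold, mean inhibition of all tested compounds on the plate plus 3 SD, cut at about 37% in these data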;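 note: 0% = orexin A challenge wells and 100% = SB-334867-A antagonist wells; not every result past the cut was called active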
# Target sequence (O43613 whole entry, looked up): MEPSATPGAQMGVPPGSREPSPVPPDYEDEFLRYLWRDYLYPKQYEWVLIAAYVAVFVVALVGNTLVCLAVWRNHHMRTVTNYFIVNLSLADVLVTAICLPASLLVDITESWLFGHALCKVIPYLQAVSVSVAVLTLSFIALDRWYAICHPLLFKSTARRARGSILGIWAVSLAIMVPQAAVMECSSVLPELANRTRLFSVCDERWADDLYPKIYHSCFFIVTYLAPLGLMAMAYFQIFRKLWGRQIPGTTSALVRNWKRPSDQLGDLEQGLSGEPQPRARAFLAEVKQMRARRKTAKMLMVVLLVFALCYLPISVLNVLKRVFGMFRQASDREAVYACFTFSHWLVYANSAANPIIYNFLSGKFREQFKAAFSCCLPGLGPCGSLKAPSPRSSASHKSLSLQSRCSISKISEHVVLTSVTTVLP
# OX1R antag-2: OX1R (human) antagonism | AID 485270 | O43613 | OX1R-expressing cells, FRET antagonist read-out | inhibition, % at 6.6 µM | hit rate 1.8% among 330,000; in the data active = inhibition mostly above about 38%, no sharp cut-off; inactive = mostly below about 40%;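 note: 0% = agonist challenge alone and 100% = reference antagonist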
# The depositor's hits bear a star.
OX1R antag-1 | OX1R antag-2 | SMILES
-22 | 16 | Cc1onc(-c2ccccc2Cl)c1C(=O)Nc1ccccc1O
-23 | 18 | CC(C)(C)NC(=O)C(c1ccc(F)cc1)N(Cc1ccco1)C(=O)CCC(=O)Nc1ccccn1 (stereo unspecified)
-17 | 12 | CCCCC(=O)Nc1ccc(NC(=O)c2ccc([N+](=O)[O-])cc2Cl)cc1OC
-7 | 9 | Cc1ccc(NC(=O)CSCc2cc(=O)n3cc(C)sc3n2)cc1
-10 | 9 | COc1ccc(OC)c(S(=O)(=O)N2CCC(C(=O)NCCc3ccccc3)CC2)c1
-8 | 31 | O=[N+]([O-])c1cccc(-c2c[n+]3c(n2-c2ccccc2)SCC3)c1
-17 | -1 | Cc1ccc(NC(=O)C2CCN(S(=O)(=O)c3ccc4c(c3)NC(=O)CO4)CC2)cc1C
-9 | 8 | COc1ccccc1CN1CC(C(=O)NCc2cc(C(C)C)no2)CCC1=O (stereo unspecified)

# 4 of the compounds above, as labelled records.
> CCCCC(=O)Nc1ccc(NC(=O)c2ccc([N+](=O)[O-])cc2Cl)cc1OC
  OX1R antag-1: -17 | OX1R antag-2: 12
> Cc1ccc(NC(=O)CSCc2cc(=O)n3cc(C)sc3n2)cc1
  OX1R antag-1: -7 | OX1R antag-2: 9
> COc1ccc(OC)c(S(=O)(=O)N2CCC(C(=O)NCCc3ccccc3)CC2)c1
  OX1R antag-1: -10 | OX1R antag-2: 9
> O=[N+]([O-])c1cccc(-c2c[n+]3c(n2-c2ccccc2)SCC3)c1
  OX1R antag-1: -8 | OX1R antag-2: 31

# The list continues:
OX1R antag-1 | OX1R antag-2 | SMILES
-9 | 16 | CC(C)c1nc(CN2CCCCC2)cc(=O)[nH]1
-25 | 42 | COc1ccc(C=O)cc1CSc1nnc(COc2cccc3cccnc23)o1
-7 | 7 | Cc1cc(C)n2c(SCC(=O)Nc3cccc(S(N)(=O)=O)c3)nnc2n1
1 | 3 | NC(=O)c1cccc2c1C(=O)N(C1CCCCC1)C2
-37 | 29 | CC(=O)N1c2ccc(S(=O)(=O)N3CCC(C(=O)NC(C)c4ccccc4)CC3)cc2CC1C (stereo unspecified)
-12 | 13 | Cc1ccnc(NC(=O)C2CCN(S(=O)(=O)c3ccc(Cl)c(C(F)(F)F)c3)CC2)c1
-14 | 7 | Cc1cc(C)n2nc(CNS(=O)(=O)c3ccc(C)c(C)c3)nc2n1
-17 | 31 | COc1ccc(/C=C/C2=NC(=C\N(C)C)/C(=O)O2)cc1
-4 | 11 | Cc1c(NC(=O)CSc2nnc(-c3ccncc3)o2)c(=O)n(-c2ccccc2)n1C
82* | 93* | O=C(Nc1cccc(-c2cn3ccccc3n2)c1)c1cccc(Cl)c1
-15 | 3 | CC(C)(O)C#Cc1ccc([C@@H]2C[C@H]3CN(c4ccccc4)C(=O)[C@]34CCCN24)s1
-23 | 37 | O=C(N[C@@H](c1ccccc1)[C@H](O)c1ccccc1)[C@@H]1CCCN1C(=O)OCc1ccccc1
-6 | 9 | OC(COCC1COc2ccccc2O1)CN1CCN(c2ccc(F)cc2)CC1 (stereo unspecified)
-20 | 21 | O=C(NCc1ccncc1)C(=O)NCC(c1ccco1)N1CCN(c2ccc(F)cc2)CC1 (stereo unspecified)
-2 | 19 | CCc1c(O)nc(SCC(=O)NC(C)(C)C)n(-c2ccccc2)c1=O
-32 | 3 | COc1ccc(N(C)C(=O)c2cc3c(Cl)nc4ccccc4c3s2)cc1
-9 | 8 | CC1C=CCC2C(=O)N(c3ccc(Cl)cc3O)C(=O)C12 (stereo unspecified)
-14 | 3 | O=C(CCn1c(=O)oc2ccccc21)NCCCN1CCOCC1
-3 | 12 | NCCCC[C@@H](C(=O)NCCCCCCCCCCC(=O)N1CCNCC1)n1cc(CCCC(=O)O)nn1
-27 | 1 | Cc1ccc(N2CC(C(=O)OCC(=O)Nc3ccc(Cl)cc3)CC2=O)cc1 (stereo unspecified)
-4 | -2 | Cc1ccc2nc(NC(=O)/C=C/c3ccc4c(c3)OCO4)sc2c1
-15 | 7 | CC(C)CNC(=O)C(=O)N/N=C/c1cccs1
-3 | 29 | CCN(CC(=O)Nc1ccccc1OC)C(=O)c1ccccc1Sc1ccccc1C#N
-21 | 14 | CCN(CC)c1ccc(S(=O)(=O)N2CCOCC2)cc1NC(=O)COC(=O)c1ccco1
-23 | 47 | CCC(=O)Oc1c(S(=O)(=O)c2ccc(C)cc2)c(C)nn1C(C)(C)C
-8 | 21 | CC1(N(O)C=C2C=CC(=O)C=C2)CCCCC1=O (stereo unspecified)
-22 | 17 | COC(C/C=C/C(=O)[C@H](C)OCc1ccccc1)OC
22 | 8 | COc1cccc(C(=O)NCC(=O)N/N=C/c2c(C)[nH]c3ccccc23)c1
-11 | 7 | N#C/C(=C\c1ccc(Cl)cc1)c1nc(-c2ccco2)cs1
-11 | 14 | CCOc1ccc(N=Nc2c(=O)[nH]n3c(=O)c4c([nH]c23)CCCC4)cc1
-5 | 138* | O=C(O)CCCCCNS(=O)(=O)c1cccc2c1C(=O)c1ccccc1C2=O
-6 | 32 | CCCNC(=O)c1cc2cc([N+](=O)[O-])ccc2s1
17 | 64 | O=C(COc1ccccc1Cl)Nc1nc(-c2cccs2)cs1
-8 | 22 | CN(c1ccc(C(=O)NCCSCc2ccccc2)cc1)S(=O)(=O)c1ccccc1
-12 | 11 | Nc1[nH]nc2nc3ccccc3cc12
-10 | -3 | O=S(=O)(O)c1ccc(N=NNc2ccc(Br)cc2)cc1
-29 | 28 | CC(C)[C@H](NC(=O)c1ccccc1)C(=O)OCC(=O)NCCc1ccc(F)cc1
-55 | 3 | CCOCCn1c(CN(Cc2ccccc2)Cc2ccccc2)nc2c1c(=O)n(C)c(=O)n2C
0 | 0 | CCc1sc(C(=O)NNC(=O)CNC(=O)c2ccccc2F)cc1C
-12 | 8 | N#C/C(=C/c1ccc(N2CCOCC2)c([N+](=O)[O-])c1)C(N)=O
0 | 10 | COc1ccc(CCNc2nncc(=O)[nH]2)cc1OC
-13 | 11 | N#CCOc1coc(CN2CCN(c3cccc(Cl)c3)CC2)cc1=O
-6 | 12 | CC(C)CSc1nnc(N)s1
-20 | 9 | Cc1cccc(OCCCC(=O)NNC(=O)CCN2CCN(c3ccccc3)CC2)c1
-15 | 6 | COc1cccc(/C=C/C(=O)c2ccc3c(c2)OCO3)c1OC
-4 | 7 | O=C(CN1CCN(c2ccc(F)cc2)CC1)Nc1ccccc1
-10 | 2 | COc1ccc(-c2cc3ccccc3n2CC(O)CN2CCN(CCO)CC2)cc1 (stereo unspecified)
-10 | 11 | Cc1nc2ccccn2c1C(=O)c1ccccc1
-1 | 2 | CC(C)(C)c1ccc(C(=O)NC(CC(=O)O)c2ccc(OC3CCCC3)cc2)cc1 (stereo unspecified)
-29 | 20 | CSc1cccc(NC(=S)N(CCN(C)C)C(C)c2ccccn2)c1 (stereo unspecified)
-19 | 40 | CSc1nc2ccc3nc(NC(=O)C4COc5ccccc5O4)sc3c2s1 (stereo unspecified)
-4 | 18 | Cn1sc(=O)c2cc(S(=O)(=O)NC3CC3)ccc21
3 | 36 | COc1cccc(C2CC(c3cccs3)=NN2C(=S)Nc2ccccc2)c1OC (stereo unspecified)
-18 | 10 | O=C1[C@@H]2Cc3c([nH]c4ccccc34)C(c3ccc(Cl)cc3)N2C(=O)CN1CCO (stereo partly specified)
-22 | 9 | O=C(CCN1C(=O)C2C3C=CC(C3)C2C1=O)Oc1ccc2ccccc2c1 (stereo unspecified)
8 | 13 | CC(=O)c1ccc2c(c1)C1C=CCC1C(c1ccc(S(=O)(=O)N3CCOCC3)cc1)N2 (stereo unspecified)

# Carrying on:
OX1R antag-1 | OX1R antag-2 | SMILES
2 | 25 | CCC(C(=O)c1ccc(O)cc1)c1ccccc1 (stereo unspecified)
-1 | 29 | O=C(O)C1C2C=CC(C2)C1C(=O)Nc1cccc(C(=O)N2CCCCC2)c1 (stereo unspecified)
-5 | 16 | CS(=O)(=O)N1CCN(C(=O)Nc2ccccc2)CC1
-49 | 34 | CCCCCCSc1cccc(-c2nc3ccc(Cl)cn3c2NCc2ccccc2)c1
-6 | 3 | C=CCN(c1ccc(C(=O)Nc2ccc3c(c2)n(C)c(=O)n3C)cc1)S(C)(=O)=O
-13 | 7 | Cc1noc(C)c1S(=O)(=O)N1CCCC(C(=O)NCc2ccccc2Cl)C1 (stereo unspecified)
-21 | 10 | O=C(N/N=C/c1ccccn1)c1ccco1
-29 | 4 | CCOc1ccccc1C(=O)NC1CC2CCCC(C1)N2Cc1ccc(C)cc1 (stereo unspecified)
-6 | 46* | COc1ccc(N(CC(=O)NCCSc2ccccn2)S(=O)(=O)c2ccccc2)c(OC)c1
-9 | 28 | COC(=O)CSc1nnc(-c2ccoc2C)n1-c1ccc(OC)cc1
-11 | 16 | CN1CCN(C(=O)CN(c2cccc(Cl)c2)S(=O)(=O)c2ccccc2)CC1
-10 | 5 | O=C(CCc1nc2ccccc2s1)NCc1ccccc1F
-10 | 18 | Cc1ccc2cc(C=O)c(N(C)C)nc2c1
1 | 11 | Cc1cc(C)n(S(=O)(=O)c2ccc3oc(=O)ccc3c2)n1
-17 | 11 | NC(=O)NC(=O)CSc1nc2cc([N+](=O)[O-])ccc2n1-c1cccc(C(F)(F)F)c1
1 | 13 | O=C(NCc1ccccc1)c1cc(=O)c2ccccc2o1

# Brought forward from above: 4 entries, followed by the next part.
OX1R antag-1 | OX1R antag-2 | SMILES
-10 | 18 | Cc1ccc2cc(C=O)c(N(C)C)nc2c1
1 | 11 | Cc1cc(C)n(S(=O)(=O)c2ccc3oc(=O)ccc3c2)n1
-17 | 11 | NC(=O)NC(=O)CSc1nc2cc([N+](=O)[O-])ccc2n1-c1cccc(C(F)(F)F)c1
1 | 13 | O=C(NCc1ccccc1)c1cc(=O)c2ccccc2o1
-6 | 22 | CN1CCN(C2=NC(=O)/C(=C/c3cn[nH]c3-c3ccccc3)S2)CC1
-15 | 1 | CC(C)(C)c1nnc2sc(SCC(=O)N3CCc4ccccc43)nn2c1=O
11 | 56* | Fc1ccc2[nH]c3c(N4CCc5ccccc5C4)ncnc3c2c1
13 | 4 | C=CCOc1nc(N(C)C)nc(N(C)C)n1
3 | 10 | O=C(CCN1C(=O)/C(=C/c2ccccc2Cl)SC1=S)NNC(=O)c1ccccc1O
-14 | 8 | COc1cccc(-c2nnn(CCC(=O)O)n2)c1
2 | 11 | CCOC(=O)C1=C(C)NC(=O)C1CC(=O)O (stereo unspecified)
0 | 8 | O=C(CC(=O)NC1CCCCC1)N/N=C/c1ccccc1Cl
-18 | 31 | COc1ccccc1N(/N=C1\Sc2ccccc2C1=O)C(C)=O
-7 | 21 | CNC(=O)CSc1cnc2ccccc2n1
-11 | 24 | O=C(NC1CCCC1)C1=COCCO1
3 | 2 | O=C1CC2(CCCC2)C(=O)N1CN1CCN(S(=O)(=O)c2ccc(Cl)c(Cl)c2)CC1
-15 | 14 | C=CCSc1nnc(NC(=O)c2cccc(S(=O)(=O)N(C)c3ccccc3)c2)s1
-16 | 24 | Cc1ccc(NC(=O)C2CCCCC2)cc1C
-15 | 16 | CCN1C(=O)/C(=C/c2ccc(OC)c(OC)c2)N=C1SCC(=O)NCc1ccco1
3 | 4 | O=c1cc(-c2cccc(F)c2)[nH]c2ccccc12
-11 | -2 | Cn1cnnc1SCCC(=O)Nc1ccc(Cl)cc1
4 | -1 | CC1(C)CC(=O)C=C(c2cccc(O)c2)C1
-9 | 6 | CC(=C/C(=O)O)/C(=C/c1ccccc1)C(=O)O
-21 | 17 | COc1ccccc1NC(=O)Cn1nnc(-c2ccccc2NC(=O)c2ccco2)n1
-13 | 3 | Cc1ccc(N/C=C/C(=O)c2ccc(C)cc2)cc1
-6 | 9 | Cc1cc(NS(=O)(=O)c2ccc(NC(=O)C(CC(C)C)N3C(=O)c4ccccc4C3=O)cc2)nc(C)n1 (stereo unspecified)
15 | 19 | S=C(NCc1ccc2[nH]c3c(c2c1)CCCC3)Nc1ccccc1
-4 | 1 | Cc1ccc(NS(=O)(=O)c2ccc(C(C)C)cc2)cc1S(=O)(=O)N1CCOCC1
-12 | 7 | Cc1cccc(C(=O)Nc2ccccc2C(=O)NCc2cccnc2)c1
-20 | 8 | O=C(NCc1ccccc1)c1cccc(COc2ccc3c(c2)CCC3)c1
38 | 6 | COc1ccc(C2CC(c3cccs3)=NN2c2ccc(C=O)cc2)cc1 (stereo unspecified)
-7 | 25 | O=C(Cc1ccc([N+](=O)[O-])cc1)Nc1cccc(C(F)(F)F)c1
-13 | 3 | CCOC(=O)C1CCN(C(=O)COC(=O)C2CCN(S(=O)(=O)c3ccc(C)c(C)c3)CC2)CC1
-35 | 6 | COc1ccc(NC(=O)c2cc([N+](=O)[O-])nn2Cc2ccccc2)c(C)c1
-37 | 5 | CCc1nc2c3cnn(-c4cc(Cl)ccc4C)c3ncn2n1
-26 | 21 | CC[n+]1c(/C=C(\C)SC)sc2ccccc21
-28 | 11 | Cc1ccccc1OCC(=O)O/N=C(\N)Cc1ccc(Cl)cc1
-2 | 76 | COCn1c(COc2ccc3ccccc3c2)nc2ccccc21
1 | 8 | CN1c2ccccc2N(C)C1c1c(O)ccc2ccccc12
-10 | 4 | CCC(=O)Nc1c(C#N)c2nc3ccccc3nc2n1C1CCCCC1
-22 | 16 | O=C(Cn1cnc2c(cnn2-c2ccccc2)c1=O)NCCc1ccccc1
-14 | 3 | Cc1c(OCC(=O)NCCN2CCOCC2)ccc2c1oc(=O)c1ccccc12
-4 | 12 | CC(C)=N/N=C1/NC(=O)C(Cc2ccccc2)S1 (stereo unspecified)
-16 | -5 | CNC1(C(N)=O)CCNCC1
-9 | 37 | CCOC(=O)CN1C(=O)N[C@@H](CCc2ccccc2)C(C(C)=O)=C1C
-8 | 0 | O=C(N[C@@H](CCC/[N+]([O-])=C/c1ccccc1)C(=O)O)OCc1ccccc1
-18 | 27 | COc1ccc2nc(Sc3c([N+](=O)[O-])nc(C)n3Cc3ccccc3)[nH]c2c1
-6 | 30 | COc1ccccc1NC1=C(C)C(=O)CC1
4 | 5 | Cc1ccc(S(=O)(=O)N2CCOCC2)cc1NC(=O)COC(=O)c1ccc(Cl)s1
